# Assay outcomes (PubChem)
# CSN deneddyl inh – CSN deneddylation inhibition; Q92905; AID 651999; inhibition, % at 12.5 µM; 360,000 tested, 0.38% active; Purified CSN, SCF-Nedd8-OG deneddylation, fluorescence polarization;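 active = pattern-corrected inhibition above about 35%, with an unprinted fluorescence ratio check between 0.5 and 1.5, limit read from the data, passing the limit was not always enough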;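 note: 0% = enzyme with substrate and 100% = substrate without enzyme; some results filed as inactive read as strong as hits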
#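 Assay system: Purified human Csn5 enzyme expressed in HEK293T cells | Amount: Enzyme 0.24 nM | Measured by: Fluorescence polarization readout | Medium: Tris/NaCl/DTT buffer, pH 7.5 | Compound dosing: One concentration, 12.5 µM, 0.25% DMSO | Times: 90 min incubation of compound, enzyme and substrate at room temperature | Control set: no-enzyme wells high, enzyme-with-substrate wells low | Read-out: % inhibition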
# TbMetRS inhib – Trypanosoma brucei MetRS inhibition. inhibition, % at 11.9 µM. AID 624268. purified T. brucei MetRS, ATP depletion, Kinase-Glo luminescence. 360,000 tested, 0.4% active;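 active = inhibition above a per-plate cutoff of the control wells' mean inhibition plus 3 SD, cut at about 5.5% in these data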;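 note: 0% = DMSO wells median and 100% = median of wells with control inhibitor compound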
#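 Material: T. brucei methionyl-tRNA synthetase, purified; reagent: substrates ATP, L-methionine and bulk Escherichia coli tRNA; dosing: 11.9 µM single point; timing: 15 min plus 2 h at 25 °C; detection: luminescence of leftover ATP; evaluation: % inhibition; control set: DMSO-only wells as low control; replicates: singlicate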
# PABP1 MLLE inh – inhibitors of microRNA-mediated deadenylation, human PABP1 MLLE binding | P11940 | GST-MLLE / FITC-PAM2 fluorescence polarization | inhibition, % at 20 µM | 360,000 tested, 0.36% active; in the data active = inhibition above about 35%, passing the limit was not always enough;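 note: plate controls were DMSO wells with GST-MLLE for no effect and wells lacking GST-MLLE protein for full effect; some results filed as inactive read as strong as hits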
# Target sequence (P11940 whole entry, looked up): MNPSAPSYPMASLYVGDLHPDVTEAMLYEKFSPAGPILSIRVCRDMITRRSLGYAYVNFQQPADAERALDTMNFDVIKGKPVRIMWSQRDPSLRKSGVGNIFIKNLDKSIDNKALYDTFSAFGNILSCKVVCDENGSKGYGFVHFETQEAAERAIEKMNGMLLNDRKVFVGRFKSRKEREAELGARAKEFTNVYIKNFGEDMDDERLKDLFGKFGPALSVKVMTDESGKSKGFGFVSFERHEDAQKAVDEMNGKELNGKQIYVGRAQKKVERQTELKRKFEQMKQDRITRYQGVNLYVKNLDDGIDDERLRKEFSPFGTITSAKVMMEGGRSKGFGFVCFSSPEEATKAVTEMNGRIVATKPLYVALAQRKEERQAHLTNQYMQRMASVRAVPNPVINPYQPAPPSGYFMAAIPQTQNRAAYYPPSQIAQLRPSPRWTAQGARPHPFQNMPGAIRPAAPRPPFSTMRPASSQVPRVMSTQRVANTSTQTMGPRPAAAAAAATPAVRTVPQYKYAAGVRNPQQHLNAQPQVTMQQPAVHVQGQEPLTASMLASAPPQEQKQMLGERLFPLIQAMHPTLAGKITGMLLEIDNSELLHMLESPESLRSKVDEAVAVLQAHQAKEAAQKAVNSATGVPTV
# SUMO1-SIM PPI – alters human SUMO1 binding to SIM partners; P63165; SUMO1 binding to a labelled peptide, TR-FRET, 1 h; inhibition, % at 20 µM; 360,000 tested, 0.33% active; AID 602429; in the data active = inhibition above about 37%
# Target sequence (P63165 whole entry, looked up): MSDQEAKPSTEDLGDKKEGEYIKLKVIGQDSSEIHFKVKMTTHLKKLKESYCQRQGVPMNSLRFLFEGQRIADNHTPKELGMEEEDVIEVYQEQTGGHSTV
# DNMT1 block – DNMT1 (human) enzyme inhibition; P26358; DNMT1 molecular beacon, Hinp1I cleavage, fluorescence; inhibition (reported as % activation of signal), % at 10 µM; 360,000 tested, 0.83% active; AID 588458; in the data active = inhibition above about 50%
# Scp-1 inhibitor – inhibitors of human Scp-1 phosphatase. Q9GZU7. Recombinant Scp1, phosphopeptide, malachite green phosphate absorbance. 340,000 tested, 0.88% active. inhibition, % at 20 µM;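 active = inhibition above about 50% at 20 µM, limit read from the data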;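 note: plate controls were DMSO wells with enzyme for no effect and wells lacking enzyme for full effect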
#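 Incubation: 45 min enzyme reaction at room temperature / System: truncated SCP-1 phosphatase (76-261aa) / Reagent: Phospho 17-mer peptide substrate / Buffer or medium: Acidic Tris acetate buffer with magnesium and detergent / Signal: absorbance at 630 nm / Doses: one concentration, 20 µM, with 1.0% DMSO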
# STEP inh – blocks human striatal-enriched tyrosine phosphatase. recombinant STEP, OMFP fluorogenic substrate, fluorescence. 360,000 tested, 0.25% active. inhibition, % at 20 µM. P54829;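 active = inhibition at 20 µM, scaled per plate between control wells, above about 37%, limit read from the data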;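 note: 0% = DMSO with enzyme and substrate and 100% = substrate only without enzyme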
#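 System: isolated STEP enzyme; schedule: 20 min enzyme reaction at room temperature, protected from light; medium: Bis-Tris buffer pH 6.0, 2.5 mM DTT, 0.005% Tween 20; signal: fluorescence, 480/540 nm; dosing: single compound dose of 20 µM, 1% DMSO final; also added: OMFP substrate, 25 µM final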
# NadD inh – NadD (S. aureus) enzyme inhibition. 360,000 tested, 0.78% active. inhibition, % at 20 µM. purified NadD enzyme, colorimetric absorbance read-out; in the data active = inhibition above about 26%; note: some compounds past the cut are filed as inactive
# LMPTP block – blocks human LMPTP phosphatase; recombinant LMPTP-A, OMFP fluorogenic substrate, fluorescence intensity; inhibition, % at 20 µM; 360,000 tested, 0.22% active; AID 651560;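 active = compounds that cut the enzyme signal by at least half of the control window in the single-dose screen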;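 note: plate controls were DMSO wells with enzyme plus substrate for no effect and substrate without enzyme for full effect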
#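 Assay system: LMPTP-A phosphatase enzyme | Input: 0.625 nM enzyme | Also added: Fluorogenic phosphatase substrate OMFP at 400 µM final | Compound dosing: One test concentration per compound, 20 µM, with 3% DMSO overall | Schedule: 50 min enzyme reaction at room temperature, protected from light | Signal: Fluorescence intensity | Benchmarks: no-enzyme and uninhibited controls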
# Rpn11 block – inhibitors of human proteasome Rpn11; O00487; human 26S proteasome, Ub4-pepOG fluorescence polarization; 20S core pre-blocked with epoxomicin; calls only at 20 µM; 360,000 tested, 0.59% active; AID 588493;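 active = inhibition at 20 µM, scaled to each plate's controls, above about 33%, limit read from the data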
# Target sequence (O00487 whole entry, looked up): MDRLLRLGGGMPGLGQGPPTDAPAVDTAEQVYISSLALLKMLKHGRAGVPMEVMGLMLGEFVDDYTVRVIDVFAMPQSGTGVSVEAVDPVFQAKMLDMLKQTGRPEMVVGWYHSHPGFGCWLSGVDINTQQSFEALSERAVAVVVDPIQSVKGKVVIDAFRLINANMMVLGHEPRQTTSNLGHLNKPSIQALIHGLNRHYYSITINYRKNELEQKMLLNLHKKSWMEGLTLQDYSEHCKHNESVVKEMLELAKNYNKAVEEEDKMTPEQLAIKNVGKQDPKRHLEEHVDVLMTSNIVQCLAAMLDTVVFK
# Starred values were filed as active, the others as inactive; i = inactive; / = no result given; & = joins results of further samples; ! = not active in a repeat. Not all compounds are listed; the hit share may differ from the screen's.
# Every second line gives: CSN deneddyl inh, TbMetRS inhib, PABP1 MLLE inh, SUMO1-SIM PPI, DNMT1 block, Scp-1 inhibitor, STEP inh, NadD inh, LMPTP block, Rpn11 block
CCOC(=O)C1=C(N)Oc2cc(C)oc(=O)c2C12C(=O)N1c3c(cccc32)C(C)CC1(C)C (stereo not given)
  -2, -0.2, -1, 1, -16, -2, 1, 2, 0.6, i
CC(C)N(Cc1ccco1)/N=C/c1c(O)n(Cc2ccccc2)c(=O)[nH]c1=O
  3, 0.4, -4, 1, -1, 0, 0, 1, -0.4, i
C[C@H]1CC2C3CC=C4C[C@@H](O)CC[C@]4(C)C3CC[C@]2(C)[C@H]1O (stereo not given in full)
  -1, -0.1, -20, 6, -3, -10, -3, 0, 1.1, i
C[N+]1(C)[C@@H]2CC[C@H]1CC(OC(=O)C(c1ccccc1)c1ccccc1)C2 (stereo not given in full)
  2, -0.1, -152, -5, -2, 33, -4, 10, -1.8, i
CN(N)N=Nc1nc2c([nH]1)c(=O)n(C)c(=O)n2C
  3, 0.5, 6, -6, -2, -11, 2, 0, 0.1, i
C=CCN1CC[C@]23c4c5ccc(O)c4OC2C(O)C=CC3[C@H]1C5 (stereo not given in full)
  -2, 0.8, 6, 3, 2, -1, 2, 3, -0.8, i
c1ccc2nc(N3CCNCC3)ccc2c1
  0&0, 0.3&-1.5, 18&-4, 2&0, 0&0, -14&-14, -2&-2, 9&-7, -3.0&-2.5, i
Cc1cc(=O)oc2cc(OCC(=O)N3CCN(Cc4ccc5c(c4)OCO5)CC3)ccc12
  -2, -0.3, 9, -1, 0, 3, -1, 1, -1.2, i
O=C1NC(=O)C(CCc2ccncc2)(C2CCCCC2)C(=O)N1
  -3, -1.2, 3, -2, -1, -7, -1, 8, 0.2, i
OCC1OC(n2cnc3cc(Cl)c(Cl)cc32)C(O)C1O (stereo not given)
  -6, -0.6, 6, 1, -1, /, -2, -3, -0.1, i
C[N+]1(C)C2CCC1CC(OC(=O)c1ccccc1)C2 (stereo not given)
  -7, -0.5, -85, 3, 0, 24, -2, 8, -2.7, i
COC(=O)CC1=C(C(=O)OC)C2(C(=O)N(C)c3ccccc32)C(C#N)=C(N)O1 (stereo not given)
  -1, -0.2, 2, -6, -1, -6, 0, 1, -1.4, i
CCN1CCN(C(=O)Cc2c(C)n(C(=O)c3ccc(Cl)cc3)c3ccc(OC)cc23)CC1
  3, -0.2, 10, -9, -5, -9, -3, -10, -6.9, i
CC(C)(C#CC(=O)O)OOC(c1ccccc1)(c1ccccc1)c1ccccc1
  0, 0.2, 10, 4, 1, -21, 0, -2, 1.2, i
COC(=O)C1=C(c2cc3ccccc3s2)C[C@@H]2CC[C@H]1N2C(=O)N1CCC(O)CC1
  6, 0.0, -5, -2, 0, 3, -3, 1, 0.1, i
O=[N+]([O-])c1ccccc1CCl
  -1, 0.1, 5, -6, -1, -9, 1, -1, 0.0, i
CCN1/C(=C\C=C\C2=[N+](CC)c3ccccc3C2(C)C)C(C)(C)c2ccccc21
  -70, -2.9, i, 11, -15, 27, -95, 10, 47, /
O=C(NC(Cc1ccccc1)C(=O)N1CCC2(CC1)OCCO2)C1CCCCC1 (stereo not given)
  1, -0.8, -4, 2, 5, -4, 4, 6, -1.8, i
c1ccc2c(CN3CCCCCC3)c[nH]c2c1
  -1, 1.8, 2, 3, 2, -1, -1, -4, 0.6, i
Cn1c[n+](C)cc1C(O)c1ccccc1 (stereo not given)
  0&1, -0.4&-0.9, -140&-122, 0&-1, -1&1, 92*!, -2&-1, 10&5, -0.8&-1.0, i
CCCC(=O)NC(Oc1ccc(OC)cc1)C(Cl)(Cl)Cl (stereo not given)
  1, -0.4, 6, 1, 1, -10, 2, -7, 0.6, i
Cc1ccc2c(c1)N(C(C)C(=O)N1CCC3(CC1)OCCO3)C(=O)CO2 (stereo not given)
  -3, 0.7, -6, 0, 1, -6, 1, 2, -0.1, i
COC(=O)[C@@H]1[C@@H](C(=O)OC)C2(c3ccccc3-c3ccccc32)N(c2ccc(Cl)cc2)N1C#N
  8, -1.1, -7, 2, -8, -13, 4, 7, 2.5, i
CCCCn1c(O)c(C(CC)=NCc2ccco2)c(=O)[nH]c1=O
  0, -0.5, 2, -2, 3, -4, 3, -2, -1.0, i
CC12CCC(=O)CC1CCC1C2C(=O)CC2(C)C1CCC2(C)O (stereo not given)
  -2, -0.4, -9, -1, 6, -7, -2, -2, -1.6, i
CCC(=O)c1cc(F)c(N2CCN(CC)CC2)cc1C
  -4, 0.2, 8, 0, 0, -7, 2, -6, -2.6, i
CC12CN3CC(C)(CN(C1)C3c1cccs1)C2=O (stereo not given)
  -3, -0.8, -3, -1, 3, -6, 5, -4, -1.4, i
Cc1ccccc1N1C(=O)NC(=O)/C(=C/c2ccc(N3CCOCC3)o2)C1=O
  132, -1.1, -175, -86, 2, 0, 5, -1, 11, /
CC(=O)CC(c1ccc2c(c1)OCO2)c1c(O)c2ccccc2oc1=O (stereo not given)
  -4, 0.0, 20, 9, -2, /, 0, -1, -0.2, i
O=C(NCCN1CCOCC1)c1ccc(Cl)nc1Cl
  -1, -0.3, 5, -1, 2, 3, 0, 1, -0.9, i
Oc1ccc(CCNCc2cc3c(cc2Br)OCO3)cc1
  2, -0.1, 0, -6, -4, /, -2, -5, -3.1, i
O=P(NS(=O)(=O)c1ccc(Br)cc1)(Oc1ccccc1)Oc1ccccc1
  6, -1.7, -8, 5, 2, 0, -3, 4, -1.8, i
COC(=O)C(C)Oc1cc(C)cc2oc(=O)c3c(c12)CCCC3 (stereo not given)
  3, 0.1, -5, -1, 0, 3, 20, 1, 1.6, i
CCOC(=O)c1cc(C)sc1/N=C/C1C(=O)NC(=S)NC1=O
  -16, -1.0, -7, -7, 3, 5, 2, 5, 4.1, i
O=P(Nc1cccc(F)c1)(Oc1ccccc1F)Oc1ccccc1F
  -1, 0.3, -7, -4, -3, -3, -2, -6, 4.2, i
BrCC1C[n+]2c(SCc3ccccc3)nc3sc4c(c3c2O1)CCCC4 (stereo not given)
  1, 0.0, 0, 2, 0, -4, 0, -3, -0.1, i
CC(C)(C)C(=O)N1Cc2cc(N3CCOCC3)ccc2-n2nncc2C1
  -5, -1.2, -7, 0, 12, /, -1, -7, -1.2, i
Cc1cc(N2CCN(C)CC2)nc2ccccc12
  5, -0.8, -17, -2, 2, -9, -1, 0, 2.6, i
C[C@@H]1O[C@@H](O[C@H]2C[C@@H](O)[C@]3(CO)[C@H]4[C@H](O)C[C@]5(C)[C@@H](C6=CC(=O)OC6)CC[C@]5(O)[C@@H]4CC[C@]3(O)C2)[C@H](O)[C@H](O)[C@H]1O
  2, -0.4, -5, 1, 3, -9, -3, 1, -1.3, i
CC1CCC(C)(NS(=O)(=O)OCC(Cl)(Cl)Cl)CC1 (stereo not given)
  0, -0.2, -8, 2, 2, -4, 2, -5, 0.8, i
O=c1[nH]c(=O)n(Cc2ccccc2Cl)c(O)c1C=Nc1ccc(F)cc1
  5, 0.1, -22, 3, 8, 0, -1, -4, -0.6, i
COc1ccc(OC)c([C@@H](O)[C@H](C)NC(C)(C)C)c1
  -4, -1.8, -16, 6, -1, -6, 1, -2, -0.8, i
O=C1CC(N2CC=C(c3ccccc3)CC2)C(=O)N1c1ccc(F)cc1 (stereo not given)
  4, -0.3, 13, -11, -8, 0, 1, 9, -2.0, i
CC(=O)N1CC(=O)Nc2ccc(Cl)cc2C1c1ccccc1 (stereo not given)
  -1, -0.9, 1, 3, 2, -9, 0, -3, -1.5, i
COC(=O)C1=C(c2ccc(Cl)c(C(F)(F)F)c2)C[C@@H]2CC[C@H]1N2C(=O)NC(C)C
  -3, -0.3, -9, 4, -2, -3, 0, -3, -1.8, i
COC(=O)C1=C(c2cccc(C#N)c2)C[C@@H]2CC[C@H]1N2C(=O)NCCOc1ccc(OC)cc1
  -3, 0.4, -6, 4, 10, -11, 0, 2, -0.7, i
CC1CCN(CC(=O)c2cccc(C(F)(F)F)c2)CC1
  1, -0.5, -1, -2, -5, -16, 4, 0, -0.9, i
CCN1CCN(S(=O)(=O)c2ccc(Cl)nc2)CC1
  1, -0.5, 2, 0, 1, -2, -6, -4, -3.2, i

# Ten entries already listed, ordered by molar mass, descending:
# Every second line gives: CSN deneddyl inh, TbMetRS inhib, PABP1 MLLE inh, SUMO1-SIM PPI, DNMT1 block, Scp-1 inhibitor, STEP inh, NadD inh, LMPTP block, Rpn11 block
C[C@@H]1O[C@@H](O[C@H]2C[C@@H](O)[C@]3(CO)[C@H]4[C@H](O)C[C@]5(C)[C@@H](C6=CC(=O)OC6)CC[C@]5(O)[C@@H]4CC[C@]3(O)C2)[C@H](O)[C@H](O)[C@H]1O
  2, -0.4, -5, 1, 3, -9, -3, 1, -1.3, i
COC(=O)C1=C(c2cccc(C#N)c2)C[C@@H]2CC[C@H]1N2C(=O)NCCOc1ccc(OC)cc1
  -3, 0.4, -6, 4, 10, -11, 0, 2, -0.7, i
BrCC1C[n+]2c(SCc3ccccc3)nc3sc4c(c3c2O1)CCCC4 (stereo not given)
  1, 0.0, 0, 2, 0, -4, 0, -3, -0.1, i
O=c1[nH]c(=O)n(Cc2ccccc2Cl)c(O)c1C=Nc1ccc(F)cc1
  5, 0.1, -22, 3, 8, 0, -1, -4, -0.6, i
CC(C)(C)C(=O)N1Cc2cc(N3CCOCC3)ccc2-n2nncc2C1
  -5, -1.2, -7, 0, 12, /, -1, -7, -1.2, i
CC1CCC(C)(NS(=O)(=O)OCC(Cl)(Cl)Cl)CC1 (stereo not given)
  0, -0.2, -8, 2, 2, -4, 2, -5, 0.8, i
CCN1CCN(S(=O)(=O)c2ccc(Cl)nc2)CC1
  1, -0.5, 2, 0, 1, -2, -6, -4, -3.2, i
CC1CCN(CC(=O)c2cccc(C(F)(F)F)c2)CC1
  1, -0.5, -1, -2, -5, -16, 4, 0, -0.9, i
COc1ccc(OC)c([C@@H](O)[C@H](C)NC(C)(C)C)c1
  -4, -1.8, -16, 6, -1, -6, 1, -2, -0.8, i
Cc1cc(N2CCN(C)CC2)nc2ccccc12
  5, -0.8, -17, -2, 2, -9, -1, 0, 2.6, i
